High-throughput results as filed in PubChem BioAssay.
ROMK mod – modulates human ROMK potassium channel activity | P48048 | Tet-inducible ROMK, thallium flux fluorescence; actives lie on both sides | B-score at 10 µM | actives 2% (n = 130,000) | AID 1918;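 active means signal ratio slope over the read window, or its plate-corrected B-score, at least 3 SD from the plate mean, either direction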;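 further: B-score of the F/F0 ratio slope over 7 to 12 s after thallium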
Target sequence (P48048 whole entry, looked up): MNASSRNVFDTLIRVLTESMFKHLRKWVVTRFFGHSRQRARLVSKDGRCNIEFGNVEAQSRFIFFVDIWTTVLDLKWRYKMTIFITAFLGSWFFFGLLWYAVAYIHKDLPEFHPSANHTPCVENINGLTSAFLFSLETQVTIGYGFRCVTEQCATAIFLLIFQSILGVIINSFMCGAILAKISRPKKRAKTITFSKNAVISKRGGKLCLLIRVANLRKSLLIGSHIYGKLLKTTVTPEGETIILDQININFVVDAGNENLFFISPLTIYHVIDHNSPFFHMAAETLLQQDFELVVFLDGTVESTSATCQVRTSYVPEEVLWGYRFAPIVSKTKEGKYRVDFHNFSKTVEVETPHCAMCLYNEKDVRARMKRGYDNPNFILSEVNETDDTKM
STAT3 act – activators of IL-6 induced STAT3 signaling; U3A cells, IL-6 STAT3-luciferase reporter, luminescence; 100% = signal with IL-6 EC80 alone; activation (% of control), % at 5.6 µM; actives 0.91% (n = 190,000); AID 871;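 active means activation above the screen-wide mean of compound activation plus 3 SD, cut at about 130% in these data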;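 further: 0% = background luminescence of wells with medium and substrate only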
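system = STAT3-luciferase reporter U3A cells | reagent = IL-6 stimulus at 33 ng/mL final | timing = 1 h compound pre-exposure, 6 h IL-6 stimulation, 37 °C | measured by = luminescence | evaluation = % activation versus median of IL-6-stimulated wells | control set = IL-6-only wells as 100% reference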
STAT1 activator – activators of IFN-gamma induced STAT1 signaling. NIH 3T3 STAT1-luciferase reporter, luminescence; 100% = IFN-gamma alone, no compound. activation (% of control), % at 5.5 µM. actives 2.6% (n = 200,000). AID 932;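 active means activation above the screen-wide mean activation plus 3 SD, cut at about 130% in these data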;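 further: raw ratio to IFN-gamma control signal so 100% means no change and 0% no light; values of inactives mirror those of a sister screen read the other way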
FLuc inhib CS – Photinus pyralis luciferase inhibition counter-screen | P08659 | ATPLite firefly luciferase biochemical luminescence, 10 min | inhibition, % at 10 µM | actives 1.5% (n = 200,000);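 active means inhibition above about 50% when tested at 10 µM, limit read from the data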
APP 5'UTR act – APP 5'UTR luciferase reporter activation. AID 1276. SH-SY5Y APP 5'UTR luciferase reporter, luminescence; zero percent = DMSO vehicle wells. activation, % at 2 µM. actives 1% (n = 190,000);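 active means activation above a set limit, based on mean plus 3 SD of controls, cut at about 140% in these data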; further: values of inactives mirror those of a sister screen read the other way
STAT1 inh – reduces IFN-gamma driven STAT1 reporter signal | NIH 3T3 STAT1-luciferase reporter, luminescence | inhibition, % at 5.5 µM | actives 0.35% (n = 200,000);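 active means inhibition above a set limit, the mean inhibition across all tested compounds plus 3 SD, cut at about 34% in these data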;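 further: 0% = IFN-gamma with DMSO and 100% = IFN-gamma with 300 µM nifuroxazide; values of inactives mirror those of a sister screen read the other way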
NF-kB expr up – NF-kB expression increase, human neuronal cells; actives 1.6% (n = 190,000); NF-kB reporter expression; stronger effect = higher value; AID 1239; fold change at 12.5 µM; in the data active means fold change above about 3.3
APP transl inh – APP translation inhibition; AID 1285; inhibition, % at 2 µM; actives 0.82% (n = 190,000); SH-SY5Y APP 5'UTR-luciferase reporter, luminescence;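 active means inhibition above a set limit, derived from the sample mean plus 3 SD, cut at about 45% in these data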; further: values of inactives mirror those of a sister screen read the other way
STAT3 blocker – STAT3 signaling inhibition. inhibition, % at 5.5 µM. actives 0.89% (n = 190,000). AID 862. U3A cells, IL-6 STAT3-luciferase reporter, luminescence; host cell line lacks STAT1;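 active means inhibition above the mean inhibition across all screened compounds plus 3 SD, cut at about 44% in these data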;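 further: 0% = DMSO only wells and 100% = 100 µM nifuroxazide control wells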
FLuc act counter – firefly luciferase counter-screen for stimulation assays | ATPlite luciferase biochemical, luminescence, 10 min; 0 = ATP-free wells, 1 = DMSO control | activation factor at 10 µM | 200,000 tested, under 10 active | AID 1027;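 active means luciferase activation factor, scaled between plate controls, of at least 2 with compound at 10 µM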
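Assay system: Luciferase/luciferin detection reagent, cell-free biochemical luciferase assay / Also added: ATP substrate / Schedule: 10 min at ambient temperature / Measured by: luminescence measurement of luciferase light output / Benchmarks: low control with PBS replacing ATP, high control enzyme plus ATP without compound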
An asterisk follows results filed as active; . = not tested or not shown.

Abbreviations: A = ROMK mod; B = STAT3 act; C = STAT1 activator; D = FLuc inhib CS; E = APP 5'UTR act; F = STAT1 inh; G = NF-kB expr up; H = APP transl inh; I = STAT3 blocker; J = FLuc act counter
> CNC(=S)NNC(=O)c1sccc1C
  A = .; B = 99; C = 102; D = 1; E = 7; F = -2; G = 1; H = -7; I = -4; J = 1
> CC(=O)Nc1ccc(S(=O)(=O)N2CCC(NC(C)=O)(c3cccc(F)c3)CC2)cc1
  A = .; B = 111; C = 99; D = -8; E = -7; F = 2; G = 1.2; H = 7; I = -10; J = 1.1
> Cc1cccc(-n2c(-c3ccoc3C)n[nH]c2=S)c1
  A = 0.19; B = 99; C = 106; D = 3; E = -5; F = -6; G = 1.2; H = 5; I = -2; J = 1
> Cc1ccc(C)c(-n2nnnc2SCC(=O)NCCC2=CCCCC2)c1
  A = .; B = 104; C = 101; D = -3; E = 18; F = -1; G = 0.99; H = -18; I = -3; J = 1
> COc1cc(NC(=O)CSc2nnc3c(C)cc4cc(C)cc(C)c4n23)c(C(=O)O)cc1OC
  A = 0.15; B = 104; C = 103; D = -4; E = -23; F = -5; G = 0.98; H = 23; I = -2; J = 1
> COc1ccccc1C(=O)N1CCC(C(=O)c2ccc(F)cc2)CC1
  A = .; B = 101; C = 105; D = -4; E = -4; F = -5; G = 1.3; H = 4; I = 4; J = 1
> CC(NS(C)(=O)=O)C(c1cccs1)N1CCN(c2ccccc2F)CC1 (configuration not stated)
  A = .; B = 100; C = 96; D = .; E = 7; F = 5; G = 1; H = -6; I = 4; J = .
> CCOC(=O)C1CCN(CC(=O)Nc2cc(C)nn2-c2nc3ccccc3s2)CC1
  A = -0.054; B = 132; C = 105; D = -4; E = 4; F = -6; G = 0.85; H = -4; I = -38; J = 1
> COc1cccc(-c2cc(C(=O)Nc3ccc([N+](=O)[O-])cn3)c3ccccc3n2)c1
  A = .; B = 99; C = 95; D = 0; E = -20; F = 5; G = 0.49; H = 20; I = -4; J = 1
> CCN(CC)CCCNc1nc(C)cc(COC)c1C#N
  A = -0.35; B = 98; C = 97; D = 3; E = 5; F = 0; G = 0.97; H = -5; I = 8; J = 1
> O=C(NCCN1CCN(c2ccccc2F)CC1)C1CC(=O)N(C2CCCC2)C1 (configuration not stated)
  A = .; B = 103; C = 103; D = -8; E = 0; F = -3; G = 1; H = 0; I = 6; J = 1.1
> COc1cccc(C2CC(c3ccc(C)cc3)n3nc(N)nc3N2)c1 (configuration not stated)
  A = .; B = 96; C = 93; D = -6; E = 6; F = 8; G = 1; H = -6; I = 5; J = 1.1
> COc1ncccc1-c1nnn(-c2ccccc2)n1
  A = .; B = .; C = 149*; D = 54*; E = 158*; F = -51; G = 4.8*; H = -158; I = .; J = 0.5
> COCCn1c(C)cc(C(=O)CSc2ncnc3sc4c(c23)CCC4)c1C
  A = .; B = 84; C = 95; D = 2; E = 1; F = 6; G = 0.83; H = -1; I = 20; J = 1
> Cc1ccc(-c2cc(C(=O)N3N=C(C(F)F)CC3(O)C(F)F)c3ccccc3n2)cc1C (configuration not stated)
  A = .; B = 105; C = 108; D = 15; E = 1; F = -9; G = 1.6; H = -2; I = -1; J = 0.8

Going on with the list:
Abbreviations: A = ROMK mod; B = STAT3 act; C = STAT1 activator; D = FLuc inhib CS; E = APP 5'UTR act; F = STAT1 inh; G = NF-kB expr up; H = APP transl inh; I = STAT3 blocker; J = FLuc act counter
> CC1=NN(c2ccccc2)C(=O)C1/C=C1\NC(=S)NC1=O (configuration not stated)
  A = .; B = 109; C = 101; D = 13; E = 17; F = -2; G = 1.4; H = -17; I = -9; J = 0.9
> Cc1c(NS(=O)(=O)c2cc(NC(=O)CCN3CCCC(C)C3)ccc2Cl)c(=O)n(-c2ccccc2)n1C (configuration not stated)
  A = 0.48; B = 100; C = 106; D = -12; E = 10; F = -4; G = 1; H = -10; I = 5; J = 1.1
> COc1ccc(-n2c(=O)c3c4c(sc3n(CC(=O)Nc3cc(C)[nH]n3)c2=O)CCC4)c(OC)c1
  A = 1.1; B = 91; C = 97; D = -4; E = -1; F = 2; G = 1; H = 1; I = 18; J = 1
> COC(=O)c1oc2nc(C)cc(C)c2c1N
  A = 0.79; B = 92; C = 100; D = -5; E = -3; F = 0; G = 1.4; H = 3; I = 14; J = 1.1
> COc1ccc(-c2ccc(SCC(=O)N3CCOCC3)nn2)cc1
  A = 1.2; B = 98; C = 107; D = 44; E = 10; F = -8; G = 1.3; H = -10; I = 5; J = 0.6
> CCOC(=O)C(C(=O)NCc1ccc(C)cc1)c1ncc(C(F)(F)F)cc1Cl (configuration not stated)
  A = .; B = 103; C = 96; D = -6; E = 12; F = 4; G = 0.81; H = -12; I = 2; J = 1.1
> O=C(Nn1c(C2CCCCC2)nc2ccccc2c1=O)c1cc(Cl)ccc1[N+](=O)[O-]
  A = -0.39; B = 102; C = 101; D = -3; E = 12; F = -1; G = 1.2; H = -12; I = 2; J = 1
> COC(=O)c1ccc(CSc2nc3c(cnn3-c3ccccc3)c(=O)[nH]2)o1
  A = -1.5; B = 98; C = 96; D = -6; E = 7; F = 5; G = 1.1; H = -7; I = 6; J = 1.1
> CC1CCN(CCCNC(=O)COc2cc(=O)n(C)c3ccccc23)CC1
  A = -0.79; B = 94; C = 104; D = -4; E = 10; F = -4; G = 1.1; H = -10; I = 9; J = 1
> CCOc1ccc2c(c1)C(C)=CC(C)(C)N2C(=O)Nc1ccccc1
  A = -0.016; B = 102; C = 96; D = 0; E = 3; F = 4; G = 1.1; H = -3; I = -2; J = 1

With a hit mark in APP 5'UTR act (from the list above):
Structure | ROMK mod | STAT3 act | STAT1 activator | APP 5'UTR act | STAT1 inh | NF-kB expr up | APP transl inh
COc1ncccc1-c1nnn(-c2ccccc2)n1 | . | . | 149* | 158* | -51 | 4.8* | -158

Rewritten as labelled records: part of the list above
CC(NS(C)(=O)=O)C(c1cccs1)N1CCN(c2ccccc2F)CC1 (configuration not stated)
- ROMK mod = .
- STAT3 act = 100
- STAT1 activator = 96
- FLuc inhib CS = .
- APP 5'UTR act = 7
- STAT1 inh = 5
- NF-kB expr up = 1
- APP transl inh = -6
- STAT3 blocker = 4
- FLuc act counter = .
CCOC(=O)C1CCN(CC(=O)Nc2cc(C)nn2-c2nc3ccccc3s2)CC1
- ROMK mod = -0.054
- STAT3 act = 132
- STAT1 activator = 105
- FLuc inhib CS = -4
- APP 5'UTR act = 4
- STAT1 inh = -6
- NF-kB expr up = 0.85
- APP transl inh = -4
- STAT3 blocker = -38
- FLuc act counter = 1
COc1cccc(-c2cc(C(=O)Nc3ccc([N+](=O)[O-])cn3)c3ccccc3n2)c1
- ROMK mod = .
- STAT3 act = 99
- STAT1 activator = 95
- FLuc inhib CS = 0
- APP 5'UTR act = -20
- STAT1 inh = 5
- NF-kB expr up = 0.49
- APP transl inh = 20
- STAT3 blocker = -4
- FLuc act counter = 1
CCN(CC)CCCNc1nc(C)cc(COC)c1C#N
- ROMK mod = -0.35
- STAT3 act = 98
- STAT1 activator = 97
- FLuc inhib CS = 3
- APP 5'UTR act = 5
- STAT1 inh = 0
- NF-kB expr up = 0.97
- APP transl inh = -5
- STAT3 blocker = 8
- FLuc act counter = 1

For convenience, some entries already given.
Abbreviations: A = ROMK mod; B = STAT3 act; C = STAT1 activator; D = FLuc inhib CS; E = APP 5'UTR act; F = STAT1 inh; G = NF-kB expr up; H = APP transl inh; I = STAT3 blocker; J = FLuc act counter
> COC(=O)c1oc2nc(C)cc(C)c2c1N
  A = 0.79; B = 92; C = 100; D = -5; E = -3; F = 0; G = 1.4; H = 3; I = 14; J = 1.1
> COc1ccc(-c2ccc(SCC(=O)N3CCOCC3)nn2)cc1
  A = 1.2; B = 98; C = 107; D = 44; E = 10; F = -8; G = 1.3; H = -10; I = 5; J = 0.6
